Source: PubChem
Pemphigus Ab inh: inhibitors of pemphigus antibody binding to human desmoglein-3; binding (percent of control), % at 10 µM; actives 0.48% (n = 310,000); DSG3-coupled beads, scFv-anti-DSG3-GFP binding, flow cytometry; hits give low values; P32926;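 active means binding more than 3 SD below its plate's average and above zero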;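 further: hits lower antibody fragment binding to DSG3; some compounds called inactive have numbers as strong as hits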
Target sequence (P32926 whole entry, looked up, the tested form may be a part): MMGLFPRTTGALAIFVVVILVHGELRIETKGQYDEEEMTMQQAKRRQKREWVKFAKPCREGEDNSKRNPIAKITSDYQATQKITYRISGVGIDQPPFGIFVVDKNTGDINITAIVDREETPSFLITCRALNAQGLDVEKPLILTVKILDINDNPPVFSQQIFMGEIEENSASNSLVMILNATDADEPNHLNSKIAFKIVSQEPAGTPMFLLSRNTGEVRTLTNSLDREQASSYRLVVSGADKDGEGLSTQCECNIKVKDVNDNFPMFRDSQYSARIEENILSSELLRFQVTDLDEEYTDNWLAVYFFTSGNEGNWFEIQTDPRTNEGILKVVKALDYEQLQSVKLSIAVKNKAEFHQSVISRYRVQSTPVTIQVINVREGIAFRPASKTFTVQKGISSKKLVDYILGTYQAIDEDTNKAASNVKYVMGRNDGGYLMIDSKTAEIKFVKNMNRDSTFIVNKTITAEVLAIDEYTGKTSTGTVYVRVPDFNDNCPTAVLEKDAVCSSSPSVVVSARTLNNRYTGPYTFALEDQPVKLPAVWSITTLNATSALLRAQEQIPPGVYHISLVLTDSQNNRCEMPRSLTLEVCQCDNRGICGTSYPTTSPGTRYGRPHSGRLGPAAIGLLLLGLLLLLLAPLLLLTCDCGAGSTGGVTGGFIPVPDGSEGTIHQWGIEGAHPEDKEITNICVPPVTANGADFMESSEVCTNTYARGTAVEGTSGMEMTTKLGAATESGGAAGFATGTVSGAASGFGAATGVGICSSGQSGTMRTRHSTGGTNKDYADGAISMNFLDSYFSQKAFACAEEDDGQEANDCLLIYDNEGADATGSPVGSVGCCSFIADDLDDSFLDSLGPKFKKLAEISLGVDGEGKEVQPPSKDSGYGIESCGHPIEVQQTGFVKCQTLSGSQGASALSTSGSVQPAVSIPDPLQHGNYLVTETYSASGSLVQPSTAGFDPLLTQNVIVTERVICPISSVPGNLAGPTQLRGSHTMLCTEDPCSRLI
PKA-R1A act: activators of PKA-R1A complex. P00514+P68181. PKA-R1A dissociation, Cy5-IP20 fluorescence polarization; scaled: DMSO 0%, 113 µM cGMP 100%. activation, % at 11.4 µM. actives 0.083% (n = 340,000);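 active means percent activation above the mean of all tested compounds plus 3 SD, cut at about 19% in these data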;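 further: higher means more PKAc released from R1A so a rise in polarization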
phage Ecoli inh: E. coli growth loss with phage present. AID 651602. actives 0.26% (n = 360,000). growth absorbance. inhibition, % at 11.9 µM; in the data active means inhibition above about 11%
Active calls of the source: *.

Pemphigus Ab inh,SMILES,PKA-R1A act,phage Ecoli inh
104.1,COc1ccc(CCNC(=O)c2ccc(F)c(S(=O)(=O)N3CCCCC3)c2)cc1,-0.3,2.9
102.9,c1ccc(CNc2cccnc2)cc1,6.1,1.7
98.9,CCn1c2ccccc2nc2cc3c(cc21)c(Cl)c(=O)c1ccccc13,8.7,0.6
108.6,c1cc2[nH]c3ccncc3c2cn1,1.6,1.7
109.7,COc1ccc(C(=O)NN/C=C/C(=O)c2ccc(Br)cc2)cc1,-10.1,7.2
98.8,CN(Cc1ccccc1)C(=O)CCN1C(=O)c2cccc([N+](=O)[O-])c2C1=O,1.0,1.5
96.9,CC1CCCC(C)N1C(=O)COC(=O)c1ccccc1C(=O)c1ccccc1 (stereo unspecified),-6.1,3.4
94.6,NC(=S)NN=Cc1nccc2c(C(F)(F)F)cccc12,8.2,16.5*

phage Ecoli inh, what is marked active above
Pemphigus Ab inh,SMILES,PKA-R1A act,phage Ecoli inh
94.6,NC(=S)NN=Cc1nccc2c(C(F)(F)F)cccc12,8.2,16.5*

An excerpt from above in order of their number in Pemphigus Ab inh, high to low.
SMILES | Pemphigus Ab inh
CCn1c2ccccc2nc2cc3c(cc21)c(Cl)c(=O)c1ccccc13 | 98.9
CN(Cc1ccccc1)C(=O)CCN1C(=O)c2cccc([N+](=O)[O-])c2C1=O | 98.8
CC1CCCC(C)N1C(=O)COC(=O)c1ccccc1C(=O)c1ccccc1 (stereo unspecified) | 96.9

New compounds follow
Pemphigus Ab inh,SMILES,PKA-R1A act,phage Ecoli inh
98.7,CCOC(=O)C1c2cccc(O)c2CCN1C(C)=O (stereo unspecified),-5.7,4.3
109.4,Fc1ccc(-c2nc3ccc(Cl)cn3c2Cc2ccccc2)cc1,-6.6,0.2
100.5,Cc1cc(-c2ccc(Br)cc2)n2nc(C)cc2n1,0.8,4.5
94.8,Cc1cc(O)cc(O)c1/C=N/NC(=O)c1ccc2c(c1)OCCO2,5.0,3.0
107.8,COc1cc(C(=O)NC(=S)Nc2ccc3ccccc3c2)cc(OC)c1OC,-7.3,-3.9
98.4,C[C@@H]1CN([C@@H](C)CO)C(=O)CCCn2nncc2CO[C@H]1CN(C)S(=O)(=O)c1ccc(-n2cccn2)cc1,-3.9,1.9
102.4,CC(C)(C)OC(=O)N1CCc2onc(-c3ccc(Br)cc3)c2C1=O,-2.9,0.2
105.2,COc1ccc(CSc2n[nH]c(=O)[nH]c2=O)cc1,-11.2,4.1
96.8,CC1(C)CN(Cc2cccnc2)C(=O)[C@H]1CC(=O)Nc1ccc(Br)cc1,-0.8,2.0
101.6,N#CC(=C1NC(=O)c2ccccc21)c1nc2ccccc2n1CCO,-2.5,2.1
96.1,Cc1ccc(Nc2n[nH]c(=S)s2)cc1C,2.4,1.0
107.7,CCOc1ccc(NC(=S)N2CCC(C(=O)c3ccc(OC)cc3)CC2)cc1,5.9,1.8
98.6,CCCn1c(C)cc(C(=O)CN2C(=O)c3ccccc3S2(=O)=O)c1C,14.8,5.0
95.4,COc1ccc(CC(=O)Nc2ccc(S(=O)(=O)Nc3cc(C)nc(C)n3)cc2)cc1OC,-8.6,4.8
108.5,CCN(CC)C(=O)C1=C(C)N(Cc2ccc(C(C)(C)C)cc2)C(=O)C(CC(=O)NC2CC2)C1 (stereo unspecified),-7.8,0.4
103.0,CCCCCCN1C[C@@H](O)[C@H](n2cc(C3CC3)nn2)C[C@@H]1c1ccc(Cl)cc1,-2.1,-1.9
102.7,CC1=C(C(=O)N(C)C)CC(CC(=O)NC2CCCC2)C(=O)N1CCC1=CCCCC1 (stereo unspecified),-15.3,2.5
94.6,O=S(=O)(Nc1ccc(NS(=O)(=O)c2ccccc2)cc1)c1ccccc1,-13.0,4.6
101.0,O=C(O)C1CC(Br)C(Br)CC1C(=O)O (stereo unspecified),2.5,2.0
104.4,C[C@H]1CN([C@@H](C)CO)C(=O)CCCn2nncc2CO[C@H]1CN(C)C(=O)Nc1ccnc(N2CCOCC2)c1,10.9,-0.7
111.2,C[C@H](CO)N1C[C@H](C)[C@H](CN(C)S(=O)(=O)c2ccc3ccccc3c2)OCc2cnnn2CCCC1=O,-9.8,3.7
100.6,Cc1ccc(S(=O)(=O)NNc2c3ccccc3nc3ccc(Cl)cc23)cc1,-3.4,3.6
100.4,O=c1[nH]c(=S)n2c(c1-c1ccccc1)OC(CBr)C2 (stereo unspecified),15.2,4.1
95.8,CC(C)(C)OC(=O)[C@H](Cc1ccccc1)NC(=O)c1[nH]cnc1C(=O)Nc1ccccc1F,-14.4,-1.0
99.7,Cc1cc(NS(C)(=O)=O)c(=O)n(Cc2cccc(C(F)(F)F)c2)c1,1.4,1.6
99.2,C[C@H](NC(=O)c1ncn2c1C(=O)NC[C@H]2C)c1ccccc1,0.4,0.4
108.2,Cc1ccc(-c2ccc(CN3C(CC(C)C)C(=O)N(Cc4cn(CCC5OCCO5)nn4)CCS3(=O)=O)cc2)cc1 (stereo unspecified),3.6,2.5
103.7,CCN(CC1CCCO1)C(=O)CCc1nnc(CCc2ccccc2)o1 (stereo unspecified),-0.9,4.1
106.6,COc1ccc(-n2c(SCC(=O)Nc3cc(C)on3)nc3c(c2=O)SC(C)C3)cc1 (stereo unspecified),-7.7,2.9
104.6,CC(=NNC(N)=O)C1CC2CCC1CC2 (stereo unspecified),-3.7,3.2
94.2,CN(CC(=O)N/N=C/c1ccc(F)cc1)S(=O)(=O)c1ccccc1,-9.2,3.7
95.1,Cc1ccc([C@@H]2CC(=O)[C@@H]3CN(S(=O)(=O)c4ccc(C)cc4)[C@H](c4ccccc4)C[C@@H]3N2S(=O)(=O)c2ccc(Cl)cc2)cc1,-9.5,-0.4
97.8,Cc1ccccc1-n1nc2c(c1NC(=O)C1CC1)CS(=O)(=O)C2,3.3,1.9
109.4,CNC(=O)C[C@H]1C(=O)N(Cc2ccccc2)C[C@@H]1C,-9.9,2.4
101.0,Cc1ccccc1NS(=O)(=O)c1ccc(S(=O)(=O)N2CCCC2)cc1,8.9,1.7
100.4,CC1(C)CC(=O)C(CC(=O)c2ccccc2)=C(NN=C(N)N)C1,6.7,3.4
103.2,C[C@@H]1CN([C@@H](C)CO)S(=O)(=O)c2ccc(Br)cc2O[C@H]1CN(C)C(=O)Cc1cccnc1,-10.0,2.8
108.1,CCC(C)NC(=O)c1ccc(N2CC3CC(C2)c2cccc(=O)n2C3)c(NC(=O)c2c(F)cccc2F)c1 (stereo unspecified),-0.3,-1.2
62.5*,Cc1ccc(-n2sc3cc(F)ccc3c2=O)c(C)c1,-0.8,-0.3
96.1,NC(=O)c1[nH]cnc1N=NN(CCO)Cc1ccccc1,-7.5,4.1

Full records, quoted from the list. Order of screens: Pemphigus Ab inh | PKA-R1A act | phage Ecoli inh
Fc1ccc(-c2nc3ccc(Cl)cn3c2Cc2ccccc2)cc1 is entered as 109.4 | -6.6 | 0.2
C[C@H](NC(=O)c1ncn2c1C(=O)NC[C@H]2C)c1ccccc1 is entered as 99.2 | 0.4 | 0.4
O=S(=O)(Nc1ccc(NS(=O)(=O)c2ccccc2)cc1)c1ccccc1 is entered as 94.6 | -13.0 | 4.6

Further compounds:
Pemphigus Ab inh,SMILES,PKA-R1A act,phage Ecoli inh
104.4,O=C1OCC/C1=C\NCCCN/C=C1\CCOC1=O,-3.2,0.9
104.5,COc1cc2nn(-c3ccccc3N)nc2cc1OC,-1.5,-1.3
104.4,COc1ccc2nc(C)cc(Nc3ccccc3OC)c2c1,3.1,2.0
95.6,O=C(NCCO)/C(=C\c1cccc([N+](=O)[O-])c1)NC(=O)c1cccs1,-1.9,2.0
104.4,COc1ccc(S(=O)(=O)N(C)C[C@@H]2OCc3cnnn3CCCC(=O)N([C@@H](C)CO)C[C@@H]2C)cc1,-7.8,2.4
71.7*,O=C(Cn1sc2ccccc2c1=O)Nc1ccc(Cl)cc1,-7.3,4.0
98.2,Cc1cnc(C(=O)OCC(=O)c2cc(C)n(CCc3ccc(F)cc3)c2C)cn1,7.2,2.5
96.5,O=C(C[C@H]1C[C@@H]2c3cc(NS(=O)(=O)c4ccccc4)ccc3O[C@@H]2[C@H](CO)O1)N1CCOCC1,2.6,-1.5
103.4,COc1ccc(-c2ccc(CN3C(CC(C)C)C(=O)N(Cc4cn(CCC5OCCO5)nn4)CCS3(=O)=O)cc2)cc1OC (stereo unspecified),-7.1,0.6
97.1,O=C(COC(=O)c1ccccc1)NCC1COc2ccccc2O1 (stereo unspecified),8.8,-0.6
96.5,Cc1ccc(NC(=O)c2ccc3c(c2)CCN3S(C)(=O)=O)cc1,-1.1,3.4
115.0,CCCCCCN1C[C@H](n2cc(-c3ccc(F)cc3)nn2)[C@@H](O)C[C@@H]1c1ccccc1,-4.5,-1.5
101.5,O=C(c1cccs1)N1C[C@H](n2cc(C3CC3)nn2)[C@@H](O)C[C@@H]1c1ccc(Cl)cc1,-3.3,1.0
94.2,C[C@H]1CN([C@@H](C)CO)C(=O)CCCn2cc(nn2)CO[C@@H]1CN(C)S(=O)(=O)c1ccc(Oc2ccccc2)cc1,-0.2,1.5
96.6,Cc1cc(OCC(=O)OCC(=O)N(Cc2ccccc2)C(C)(C)C)ccc1Cl,-3.8,1.6
41.2*,N#Cc1ccc2sn(-c3ccccc3)c(=O)c2c1,-6.7,3.3
108.7,COC1CC(N)C2OC(c3ccccc3)OCC2O1 (stereo unspecified),-0.7,0.5
103.4,Cn1c(SCC(=O)NCCC2=CCCCC2)nnc1C(F)(F)F,15.4,1.4
104.1,CN(C)S(=O)(=O)c1cccc(NC(=O)COc2ccccc2C(=O)Nc2ccccc2)c1,-1.0,3.6
93.9,O=C(NCC(c1cccs1)N1CCOCC1)c1cc(F)cc(F)c1 (stereo unspecified),-3.0,3.2
92.4,CCOC(=O)N(C)C[C@H]1OCc2cnnn2CCCC(=O)N([C@@H](C)CO)C[C@@H]1C,8.9,-0.6
102.4,Cc1ccc([C@H]2C[C@@H](n3cc(C4CC4)nn3)[C@H](O)CN2C(=O)C2CCCCC2)cc1,4.6,2.9
111.3,O=C(Nc1ccc([N+](=O)[O-])cc1Cl)c1cccc([N+](=O)[O-])c1,-3.0,-0.3
90.9,CCc1ccccc1NC(=O)CCC(=O)N1CCN(C(C)=O)CC1,-7.0,7.2

A few values from the entries so far:
Value for COC1CC(N)C2OC(c3ccccc3)OCC2O1 (stereo unspecified) under phage Ecoli inh: 0.5
Value for Cn1c(SCC(=O)NCCC2=CCCCC2)nnc1C(F)(F)F under phage Ecoli inh: 1.4
Value for Cc1ccc([C@H]2C[C@@H](n3cc(C4CC4)nn3)[C@H](O)CN2C(=O)C2CCCCC2)cc1 under Pemphigus Ab inh: 102.4
Value for CCc1ccccc1NC(=O)CCC(=O)N1CCN(C(C)=O)CC1 under Pemphigus Ab inh: 90.9

(continued)
Pemphigus Ab inh,SMILES,PKA-R1A act,phage Ecoli inh
101.8,CC12CCC3c4ccc(O)c([N+](=O)[O-])c4CCC3C1CCC2=O (stereo unspecified),0.2,-1.8
98.3,CCOc1cc(/C=N/Nc2ccc(S(=O)(=O)Nc3ccccc3C(=O)O)cc2[N+](=O)[O-])cc(Cl)c1O,10.7,2.6
108.5,Cc1cc(Cl)ccc1OC(C)C(=O)Nc1cccc(S(=O)(=O)N2CCOCC2)c1 (stereo unspecified),6.5,1.9
104.2,O=C(CCCN1C(=O)/C(=C\c2cccc(Br)c2)SC1=S)Nc1ccc(C(=O)O)cc1,-1.6,2.6
106.8,CNC(=S)N1CCC(C(=O)c2ccc(Cl)cc2)CC1,-1.4,2.3
99.4,C[C@H](O)[C@@H]1CN2CCc3c([nH]c4ccccc34)[C@@H]2C[C@@H]1N(C)C(=O)Nc1ccc(F)cc1,-11.4,1.5
106.0,C#CC1(N2CCCCC2)CCCCC1,6.0,2.8
99.6,C[C@@H]1CN([C@H](C)CO)C(=O)c2cc(Br)cnc2O[C@H]1CN(C)Cc1cccnc1,0.2,2.5
98.6,COc1ccc(C(=O)Nc2nc(CC(=O)NCc3c(F)cccc3F)cs2)cc1,3.9,0.5
104.6,COc1ccc([C@H]2CN(c3ccccc3)C(=O)[C@@H]2CC(=O)Nc2ccccc2)cc1,-5.5,3.5
107.9,COc1ccc(CNC(=O)C2CCN(S(=O)(=O)c3ccc4nc5c(c(C(=O)O)c4c3)CCCC5)CC2)cc1,-2.2,3.7
99.3,O=C(Oc1ccc[nH]c1=O)C1CC1,1.6,-2.4
102.2,O=C1CCCN1c1ccc([N+](=O)[O-])cc1,-8.5,3.8
100.7,O=S(=O)(Nc1ccccc1N1CCCC1)c1ccccc1C(F)(F)F,6.6,4.7
98.7,OCC[C@@H]1C[C@H](O)[C@@H](O)[C@@]2(OCc3cc(C(F)(F)F)ccc32)O1,5.2,-1.0
97.8,CC1(C)CN(Cc2ccccc2)C(=O)[C@H]1CC(=O)Nc1ccc(Br)cc1,10.5,3.2
101.5,O=C(Nc1ccc([N+](=O)[O-])cc1)c1cccc([N+](=O)[O-])c1,7.3,2.7
99.3,Cc1onc(-c2ccccc2)c1C(=O)NC1CCCCC1C (stereo unspecified),-0.5,-0.3
97.4,COc1cccc(/C=N/NC(=O)c2nnn(-c3nonc3N)c2CN(C)C2CCCCC2)c1,9.4,2.7
98.3,COc1ccccc1CNCc1ccc2c(c1)OCO2,5.5,0.8
105.3,COc1ccccc1OCC(=O)Nc1ccc(C(=O)Nc2ccccc2C(=O)O)cc1,-5.1,0.3
101.9,NC(=O)c1ccsc1NC(=O)COC(=O)CCc1ccccc1,15.7,-0.3
101.0,CC(C)(C)NC1=NCCNC(c2ccccc2)=C1,7.5,4.6
99.5,O=C(Nc1nnc(-c2ccco2)o1)c1ccc(S(=O)(=O)N2CCCCC2)cc1,3.6,-4.2
93.9,CCC1NC(=O)c2cc3ccccc3cc2-n2c1nc1cc(OC)c(OC)cc1c2=O (stereo unspecified),1.9,2.7
97.1,COc1cc(C(C)=O)ccc1OCC(=O)Nc1ccc(S(=O)(=O)N2CCCCC2)cc1,-4.2,1.9
101.3,CC(=O)N1CCOC12CCN(Cc1ccccc1)CC2,16.9,2.3

These rows are one share of the data; count on the stated rates, not on these rows.
